C-LANA FP = KSHV C-LANA DNA binding inhibition | MBP-C-LANA/FAM-LBS DNA binding, fluorescence polarization | inhibition, % at 9 µM | actives 0.078% (n = 340,000);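 active means highest replicate inhibition at or above 60% at 9 µM, even if other replicates fall short; inactive means all replicates below 60% inhibition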;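 further: 0% = neutral control wells and 100% = 4 µM acridine orange control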
OPRM1-OPRD1 inv = inverse agonist of human OPRM1-OPRD1 heterodimerization | cell-based MOR-DOR heterodimer luminescence, inverse agonism | inhibition, % at 9.3 µM | actives 0.21% (n = 340,000); in the data active means inhibition above about 22%, passing the limit was not always enough;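 further: 0% = cells with DMSO and 100% = wells without cells with DMSO; values of inactives mirror those of a sister screen read the other way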
CAL-PDZ inh HTS = CAL PDZ (human) peptide binding inhibition; Q9HD26; purified CAL PDZ, TMR-peptide fluorescence polarization, 1 h; inhibition, % at 24.9 µM; actives 0.92% (n = 300,000);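 active means mean inhibition of at least 30% with at least half of replicates also reaching 30%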;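 further: 0% = DMSO neutral control and 100% = excess unlabeled competitor peptide PRC23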
Cardiac RTF inh = cardiac RTF calcium desensitization | P19429+P45379 | IANBD-labeled cardiac RTF, Ca2+ fluorescence | inhibition, % at 7.15 µM | actives 0.12% (n = 340,000) | AID 493244;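 active means inhibition above the mean inhibition of all tested compounds plus 3 SD, cut at about 17% in these data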;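 further: assay run at fixed EC70 calcium of 1.6 mM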
V-ATPase pH = alters yeast V-ATPase proton transport. S. cerevisiae, pHLuorin cytosolic pH fluorescence. response, % at 10 µM. actives 0.37% (n = 350,000). AID 504577; in the data active means response mostly above about 7.3%, no sharp cut-off; inactive means mostly below about 5.4%; further: actives read high; inactives centre near 0; some compounds called inactive have numbers as strong as hits; reference of the scale not given here
RTF Ca sens act = cardiac RTF calcium sensitization | P19429+P45379 | AID 493008 | IANBD-labeled TnC RTF fluorescence at EC20 calcium; 0% EC20 calcium, 100% full calcium | actives 0.24% (n = 340,000) | activation, % at 7.2 µM;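 active means activation above the mean over all tested compounds plus 3 SD, cut at about 30% in these data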;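 further: rise in fluorescence read as greater calcium sensitivity of cardiac thin filaments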
HTR5A inv ctr = HTR5A inverse agonism, opioid heterodimer counter-screen | HTR5A cell line, luminescence | actives 0.083% (n = 340,000) | inhibition, % at 9.3 µM | P47898; in the data active means inhibition mostly above about 23%, no sharp cut-off; inactive means mostly below about 18%;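 further: 0% = cells with DMSO and 100% = no-cell wells with DMSO; some compounds called inactive have numbers as strong as hits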
MOR-DOR ag = agonists of human mu-delta opioid receptor heterodimerization; P35372+P41143; cells, OPRM1-OPRD1 heterodimerization, luminescence; activation, % at 9.3 µM; actives 0.3% (n = 340,000); AID 504326; in the data active means activation above about 18%;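 further: 0% = vehicle-treated cells and 100% = reference agonist; values of inactives mirror those of a sister screen read the other way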
HTR5A ag = activates human HTR5A in OPRM1-OPRD1 agonist counter-screen | P47898 | HTR5A agonist assay, luminescence, cell-based | activation, % at 9.3 µM | actives 0.61% (n = 340,000) | AID 504692; in the data active means activation mostly above about 9.5%, no sharp cut-off; inactive means mostly below about 7.6%;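 further: 0% = cells with vehicle only and 100% = reference agonist; strong numbers were not always called active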
Keap1 Nrf2 FP = disrupts human Keap1 binding to Nrf2 peptide; Q14145; inhibition, % at 9.4 µM; actives 0.15% (n = 340,000); Keap1 Kelch-Nrf2 peptide fluorescence polarization, 1536-well; in the data active means inhibition above about 12%;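 further: human Keap1 Kelch domain with fluorescein labeled Nrf2 9mer peptide probe; 0% = neutral control wells and 100% = peptide positive control; higher means more block of Keap1 binding to Nrf2 peptide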
Target sequence (Q14145 whole entry, looked up, the tested form may be a part): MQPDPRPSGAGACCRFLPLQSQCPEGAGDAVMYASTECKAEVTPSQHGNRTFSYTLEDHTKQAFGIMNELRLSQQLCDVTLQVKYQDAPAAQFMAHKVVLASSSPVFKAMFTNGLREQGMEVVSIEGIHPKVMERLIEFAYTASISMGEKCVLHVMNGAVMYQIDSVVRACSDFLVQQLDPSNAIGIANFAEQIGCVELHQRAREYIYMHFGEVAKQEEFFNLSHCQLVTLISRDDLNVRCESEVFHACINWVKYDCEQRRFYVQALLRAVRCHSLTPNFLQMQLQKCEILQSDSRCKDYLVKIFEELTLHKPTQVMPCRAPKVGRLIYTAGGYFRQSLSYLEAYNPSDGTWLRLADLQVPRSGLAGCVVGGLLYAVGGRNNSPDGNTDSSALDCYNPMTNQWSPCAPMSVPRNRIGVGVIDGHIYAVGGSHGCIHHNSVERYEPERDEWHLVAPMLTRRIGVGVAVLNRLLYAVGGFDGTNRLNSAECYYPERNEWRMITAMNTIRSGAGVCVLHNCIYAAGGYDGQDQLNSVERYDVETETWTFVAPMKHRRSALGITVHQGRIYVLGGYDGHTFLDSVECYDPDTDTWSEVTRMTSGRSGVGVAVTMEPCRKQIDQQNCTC
* = called active by the depositor; nt = no result given.

SMILES	C-LANA FP	OPRM1-OPRD1 inv	CAL-PDZ inh HTS	Cardiac RTF inh	V-ATPase pH	RTF Ca sens act	HTR5A inv ctr	MOR-DOR ag	HTR5A ag	Keap1 Nrf2 FP
COc1ccc(C(CNC(=O)c2ccc(NS(=O)(=O)c3ccc(F)c(C)c3)cc2)N2CCCC2)cc1 (configuration not stated)	1.7	11	55*	-4	1	-2	-1	-2.8	0	0
Cc1ccc(Cn2nnc3c(=O)n(CC(=O)N4CCCc5ccccc54)cnc32)cc1	-0.3	1	-3	-5	-1	-5	5	-0.2	2	2
Cc1ccc(N2CCN(S(=O)(=O)N(C)C)CC2)c(C)c1	-4.2	2	18	4	7	-2	-10	-0.4	1	-2
COc1ccc(NC(=O)CN(C)C(=O)C(NC(=O)c2ccco2)C(C)C)cc1 (configuration not stated)	6.3	13	2	-4	5	-8	-7	-2.6	3	4
CC(C)c1ccc(Nc2nnc(SCC(=O)Nc3ncc(S(=O)(=O)c4ccc([N+](=O)[O-])cc4)s3)s2)cc1	-0.5	-22	-2	-8	-4	11	7	4.2	-5	-3
O=P(Cc1ccccn1)(c1ccccc1)c1ccccc1	-1.6	11	8	-7	-3	5	-8	-2.0	1	1
CCCN1CCN(C(=O)c2cc(COc3ccc4ncccc4c3)on2)CC1	-1.0	4	-4	-4	-2	4	-3	-0.8	5	-1
Cc1c(C(=O)N2CCCCC2)c(S(=O)(=O)N2CCN(c3ccccc3F)CC2)c(C)n1C	1.1	13	-2	-1	0	-6	-1	-2.6	0	1
CC(C)(C)OC(=O)N1CCC(NC(=O)c2nc[nH]c2C(=O)N2CCN(C(=O)OC(C)(C)C)CC2)CC1	-1.5	5	-2	-13	-3	6	-26	-0.9	-1	5
CCOc1ccccc1C=NN1CCCCCC1	-0.6	-28	nt	-8	4	-1	-4	5.6	1	0
Cc1cc(=O)[nH]c(SC(C(=O)O)c2ccccc2)n1 (configuration not stated)	1.4	14	2	3	0	1	6	-2.5	0	2
Cc1ccc(SCC(=O)NCC2COc3ccccc3O2)cc1 (configuration not stated)	0.5	-5	16	-2	3	-2	11	1.2	4	-6
Cc1ccc(-n2ccn(CC(=O)NCCc3ccccc3)c(=O)c2=O)cc1C	0.6	7	-5	-3	-1	-5	17	-1.3	4	-2
Cc1ccc(N(CC(O)CON=C2c3ccccc3-c3ccccc32)S(C)(=O)=O)cc1 (configuration not stated)	-1.9	-25	-4	2	-1	0	-11	4.2	4	-1
Cc1ccc(N(CC(=O)NC(C)C)C(=O)CCC(=O)Nc2nccs2)cc1	0.3	22	-2	-5	1	-1	-18	-4.3	7	-2
CCCCN1C(=S)SC(C)(C)C1/[N+]([O-])=C/c1ccc(S(=O)(=O)NC)cc1 (configuration not stated)	-1.8	15	-6	4	3	-2	-3	-2.8	1	1
O=C(N/N=C\c1coc2ccccc2c1=O)c1ccco1	-0.7	9	0	1	3	-4	15	-1.7	-1	0
CCOC(=O)Cc1c(C)nc2c(C#N)c(C)nn2c1C	-1.6	-1	-8	-25	-1	1	-5	0.1	-3	0
CC(CNC(=O)c1ccc(OC2CCN(Cc3ccccn3)CC2)cc1)c1ccccc1 (configuration not stated)	1.3	8	-5	-1	-5	0	-8	-1.4	2	1
CCOC(=O)c1cc(-c2ccc(OC)cc2)nn1-c1ccc(C(=O)O)cc1	0.9	13	-5	3	1	-7	-1	-3.0	5	1
COc1ccc(CCNC(=O)CSc2nnc(CNC(=O)c3ccccc3F)o2)cc1OC	1.2	11	-1	6	8	3	-17	-2.0	5	2
CCCCCCn1c(CN2CCC(C)CC2)nc2c1c(=O)n(C)c(=O)n2C	0.2	14	-1	-9	-1	-1	4	-3.1	-1	-2
COc1ccc2cc3cc(C(=O)N4CCN(Cc5ccc6c(c5)OCO6)CC4)oc3nc2c1	0.5	5	1	-7	-4	-1	6	-0.9	6	2
c1ccc(Cn2nc(-c3ccccc3)nc2-c2ccccc2)cc1	-1.2	-25	1	-3	0	-3	-9	4.4	3	-1
O=C(C1CCC1)N1CCN(S(=O)(=O)c2ccccc2)CC1	-3.3	6	3	-4	3	2	-15	-1.1	6	0
Cc1c(NC(=O)CCc2ccccc2)cccc1[N+](=O)[O-]	-0.6	12	10	-2	3	-6	-2	-2.3	-1	1
CC(C)C(=O)c1cn(CC(=O)NCc2ccc3c(c2)OCO3)c2ccccc12	0.9	9	3	-2	-3	1	0	-1.6	4	3
Cc1cc([N+](=O)[O-])nn1CC(=O)Nc1cc(F)ccc1F	4.5	22	69*	1	-2	4	-2	-4.2	1	1
O=C(O)C1=C(C(=O)Nc2cc(C(F)(F)F)ccc2Cl)CCCC1	0.4	-17	4	-6	0	7	6	3.3	-2	-6
N#C/C(=C\c1ccc(C#N)cc1)C(=O)c1ccccc1	-0.1	3	13	3	-2	1	-8	-0.7	2	1
CC1CCN(C(=O)C(Cc2ccccc2)n2cccc2)CC1 (configuration not stated)	-3.1	-26	-1	-5	0	3	-30	4.4	-4	-3
N#Cc1cccc(NC(=O)Cn2cnc(S(=O)(=O)N3CCCC3)c2)c1	-0.2	18	-7	-2	-2	1	-15	-3.6	3	4
CNCc1c(OCc2ccccc2F)ccc2ccccc12	-2.8	-15	0	-3	-1	11	18	2.7	-7	-9
COc1ccc(-n2ncc3c2CC(C)(C)CC3NC(=O)CCc2c(C)noc2C)cc1 (configuration not stated)	-0.8	14	3	-14	-1	3	5	-2.5	1	0
Cc1ccc(CCNC(=O)c2ccc(CS(=O)(=O)Cc3ccccc3F)o2)cc1	1.6	4	0	-5	-1	0	-21	-0.7	4	5
CCc1ccc(NC(=O)c2cc(CC(C)C)on2)cc1	-1.9	-10	nt	-6	-1	0	-1	1.9	5	4
C(=N\N(Cc1ccccc1)c1ccccc1)/c1cccnc1	-0.8	-14	-7	1	-1	-9	-20	2.9	4	1
CCOc1ncccc1C(=O)Nc1ccc(C)c(S(=O)(=O)N2CCCCCC2)c1	-1.2	1	-2	-10	4	-5	-20	-0.3	7	-1
COc1ccc(C(=O)COC(=O)Cn2nnc3ccccc32)cc1Br	0.4	7	-3	0	2	11	-15	-1.3	-2	-5
O=C(Nc1nc(-c2cc(F)ccc2F)cs1)C1=COCCO1	-0.8	-10	-2	4	-6	4	-12	1.5	7	-4
CCN(CC)S(=O)(=O)c1ccc2c(c1)N(CC(=O)NCCN1CCOCC1)C(=O)CO2	0.7	9	-3	-6	-2	-4	2	-1.8	-1	-4
CCCCc1cc(=O)oc2cc(C)cc(OCC(=O)N3CCC(C(N)=O)CC3)c12	0.0	11	-5	0	-2	4	21	-2.1	-2	-3
Cn1cc(S(=O)(=O)NCC2CCCO2)c(=O)n(C)c1=O (configuration not stated)	-0.4	9	-4	-14	7	4	-1	-1.8	2	-7
CCC1CCCCN1C(=O)CCS(=O)(=O)c1ccc2c(c1)CCN2C(C)=O (configuration not stated)	0.3	16	0	2	-4	-7	19	-3.1	2	0
COC(=O)c1c(NC(=O)C(=O)NCCCN2CCOCC2)sc2c1CCC2	-0.2	6	-7	-8	-1	-4	8	-1.2	-2	0
N#CC1=C(SCC(=O)Nc2cccc3cccnc23)NC(=O)C(C#N)C12CCCCC2 (configuration not stated)	-0.5	0	-10	-2	5	-1	-34	0.0	6	1
COC(=O)Nc1ccc(C)c2nsnc12	-1.1	13	-1	-6	-2	4	-7	-2.9	3	1
Cc1ccc(S(=O)(=O)N2CCC[C@H]2C(=O)OCCN2C(=O)c3ccccc3C2=O)cc1	0.6	9	-3	0	-2	-7	-18	-1.4	-4	-3

Filtered by structure: the entries above with fluorine (8)
SMILES	C-LANA FP	OPRM1-OPRD1 inv	CAL-PDZ inh HTS	Cardiac RTF inh	V-ATPase pH	RTF Ca sens act	HTR5A inv ctr	MOR-DOR ag	HTR5A ag	Keap1 Nrf2 FP
COc1ccc(C(CNC(=O)c2ccc(NS(=O)(=O)c3ccc(F)c(C)c3)cc2)N2CCCC2)cc1 (configuration not stated)	1.7	11	55*	-4	1	-2	-1	-2.8	0	0
Cc1c(C(=O)N2CCCCC2)c(S(=O)(=O)N2CCN(c3ccccc3F)CC2)c(C)n1C	1.1	13	-2	-1	0	-6	-1	-2.6	0	1
COc1ccc(CCNC(=O)CSc2nnc(CNC(=O)c3ccccc3F)o2)cc1OC	1.2	11	-1	6	8	3	-17	-2.0	5	2
Cc1cc([N+](=O)[O-])nn1CC(=O)Nc1cc(F)ccc1F	4.5	22	69*	1	-2	4	-2	-4.2	1	1
O=C(O)C1=C(C(=O)Nc2cc(C(F)(F)F)ccc2Cl)CCCC1	0.4	-17	4	-6	0	7	6	3.3	-2	-6
CNCc1c(OCc2ccccc2F)ccc2ccccc12	-2.8	-15	0	-3	-1	11	18	2.7	-7	-9
Cc1ccc(CCNC(=O)c2ccc(CS(=O)(=O)Cc3ccccc3F)o2)cc1	1.6	4	0	-5	-1	0	-21	-0.7	4	5
O=C(Nc1nc(-c2cc(F)ccc2F)cs1)C1=COCCO1	-0.8	-10	-2	4	-6	4	-12	1.5	7	-4

From PubChem
